ADAM17 inh: ADAM17 inhibition, QFRET primary screen. P78536. recombinant ADAM17, EDANS/DABCYL FRET peptide cleavage. inhibition, % at 6.95 µM. hit rate 0.83% among 370,000;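 active means inhibition above the mean of compounds lying between control limits plus 3 SD, set per campaign, cut at about 8.5% in these data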;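 further: 0% = DMSO-only wells as the low control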
MBD2 DNA inh: blocks human MBD2 binding to methylated DNA; inhibition, % at 4.4 µM; Q9UBB5; AID 686964; hit rate 0.31% among 370,000; TR-FRET, MBD2 binding to methylated oligonucleotide; in the data active means inhibition above about 13%
Target sequence (Q9UBB5 whole entry, looked up): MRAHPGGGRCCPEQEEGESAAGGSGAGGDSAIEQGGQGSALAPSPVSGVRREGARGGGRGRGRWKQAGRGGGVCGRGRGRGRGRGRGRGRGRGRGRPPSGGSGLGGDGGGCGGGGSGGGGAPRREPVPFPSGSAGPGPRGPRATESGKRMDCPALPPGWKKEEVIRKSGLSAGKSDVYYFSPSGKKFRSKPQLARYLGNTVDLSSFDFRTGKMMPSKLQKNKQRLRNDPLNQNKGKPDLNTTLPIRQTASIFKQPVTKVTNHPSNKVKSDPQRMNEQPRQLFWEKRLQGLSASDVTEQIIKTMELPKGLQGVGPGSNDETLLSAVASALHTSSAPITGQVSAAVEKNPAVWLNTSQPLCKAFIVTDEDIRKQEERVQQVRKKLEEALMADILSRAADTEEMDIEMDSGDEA
PLC-gamma1 inh: PLC-gamma1 (human) inhibition, primary screen; P19174; purified PLC-gamma1, fluorogenic substrate, fluorescence; inhibition, % at 12.2 µM; hit rate 0.84% among 370,000; AID 720700; in the data active means inhibition above about 9.5%
DDE Tn6 FP inh: inhibitors of Tn6 peptide binding to human fibrin DD(E) | P02675 | Fibrin DD(E) TRITC-Tn6 fluorescence polarization displacement | inhibition, % at 8.3 µM | hit rate 0.21% among 370,000;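 active means inhibition above a per-campaign cutoff: mean of compounds within control limits plus 3 SD, cut at about 15% in these data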;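 further: 0% = median of all compound wells on the plate and 100% = blocking peptide control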
UHRF1 MBD2 ctr: blocks human UHRF1 binding to methylated DNA; UHRF1 binding to methylated oligo, TR-FRET; inhibition, % at 4.4 µM; hit rate 0.75% among 370,000; in the data active means inhibition above about 21%;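 further: UHRF1 SRA domain binding a hemimethylated CpG hairpin DNA probe; 0% = median of test compound wells and 100% = reference inhibitor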
DDE Tn7 FP inh: disrupts Tn7 cyclic peptide binding to fibrin D-Dimer-E complex | P02675 | FP displacement of FITC-Tn7 peptide from fibrin DD(E); 0% = median of compound wells per plate | inhibition, % at 8.3 µM | hit rate 0.13% among 370,000 | AID 720508;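 active means inhibition above the mean of compounds falling within the control limits plus 3 SD of them, cut at about 14% in these data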;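 further: 0% = plate median of compound wells and 100% = 10 µM Aha-Tn7 peptide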
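Assay system: Fibrin-DD(E) protein isolated from polymerized human fibrin clots; read-out basis: percent inhibition; medium: Tris/NaCl/CaCl2 buffer, pH 7.8; signal: FP measurement; incubation: 10 min plus 3 h, room temperature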
PLC-beta3 inh: inhibitors of human phospholipase C beta3. hit rate 0.18% among 370,000. AID 720704. Purified PLC-beta3, fluorogenic substrate, fluorescence. Q01970. inhibition, % at 12.2 µM; in the data active means inhibition above about 11%;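 further: 0% = median of compound wells on plate and 100% = full blocker control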
ARFGAP1 inhibitor: inhibitors of rat ARFGAP1 | Q62848 | Arfgap1-stimulated ARF1 GTP hydrolysis, GDP FP detection | inhibition, % at 16.5 µM | hit rate 0.26% among 360,000 | AID 651572;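 active means inhibition above a per-plate limit, mean inhibition of low control wells plus 3 SD, cut at about 25% in these data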;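 further: 0% = DMSO wells with enzyme and 100% = wells lacking Arfgap1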
Target sequence (Q62848 1-136 limits assumed): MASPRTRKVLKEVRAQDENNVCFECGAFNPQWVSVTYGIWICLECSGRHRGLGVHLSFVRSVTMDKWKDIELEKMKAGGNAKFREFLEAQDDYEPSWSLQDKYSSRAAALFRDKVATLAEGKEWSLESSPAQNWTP
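System: truncated rat Arfgap1 GAP domain / Benchmarks: high control wells lacking Arfgap1, low control full reaction with DMSO / Times: compound-enzyme preincubation 20 min, reaction 120 min, detection 60 min, 25 °C / Repeats: one replicate per compound / Also added: human ARF1(Δ1-17)-GTP substrate / Measured by: Tracer-displacement fluorescence polarization with EDTA stop, 620/688 nm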
ASAP1 GAP inh: inhibitors of human ASAP1 ArfGAP activity; ASAP1-stimulated ARF1 GTP hydrolysis, GDP FP detection; hit rate 0.19% among 360,000; Q9ULH1; AID 624377; inhibition, % at 16.5 µM; in the data active means inhibition above about 25%;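 further: 0% = vehicle with enzyme and substrate and 100% = no enzyme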
proKLK7 act: activates the human kallikrein-7 zymogen; purified proKLK7, EDANS-DABCYL substrate fluorescence; 100% is mature enzyme control, 0% vehicle; activation, % at 7 µM; hit rate 0.9% among 370,000;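 active means activation above the mean of all tested compounds plus 3 SD, computed per campaign excluding outliers beyond control limits, cut at about 13% in these data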
Target sequence (P49862 whole entry, looked up): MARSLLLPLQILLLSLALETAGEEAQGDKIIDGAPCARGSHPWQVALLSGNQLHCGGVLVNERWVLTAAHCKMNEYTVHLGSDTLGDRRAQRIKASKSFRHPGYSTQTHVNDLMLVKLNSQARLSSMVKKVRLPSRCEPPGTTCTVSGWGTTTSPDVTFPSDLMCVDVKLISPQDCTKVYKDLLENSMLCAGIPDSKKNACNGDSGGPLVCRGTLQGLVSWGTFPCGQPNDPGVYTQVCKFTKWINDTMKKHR
* hit, by the source's call; i = inactive.

(1) CCN(CC)CCN1C(=O)c2ccccc2NC1c1cc(OC)c(OC)c(OC)c1 (configuration not stated)
(2) CCCc1ccc2oc(C(=O)N3CCC(COC)C3)c(C)c2c1 (configuration not stated)
(3) CCOC(=O)N1CCN(C(=O)Nc2cccc(Cl)c2)CC1
(4) CCCCCn1c(=O)[nH]c2c(c1=O)CCC2
(5) CCC(=O)Nc1c(C(=O)Nc2ccc3c(c2)OCCO3)oc2ccccc12
(6) CC(C)CC1C(=O)N(Cc2cn(CCC3OCCCO3)nn2)CCS(=O)(=O)N1Cc1ccc(-c2cccc(N(C)C)c2)cc1 (configuration not stated)
(7) CCc1ccc(NC(=O)C/C(C)=N/NC(=O)COc2ccc(C)cc2Br)cc1
(8) COCCn1c(C)cc(C(=O)COc2ccc(C)nc2[N+](=O)[O-])c1C
(9) O=C1NC[C@H](Cc2ccc(O)cc2)N(C[C@@H]2CCCN2C[C@H](Cc2ccc(O)cc2)N2C[C@H](Cc3ccccc3)N(CC3CCCCCC3)C(=O)C2=O)C1=O
(10) Cc1ccc(OCC(=O)NC2CCCC2)c(C)c1
Screen / compound no.	1	2	3	4	5	6	7	8	9	10
ADAM17 inh	-451.8	-2.1	-3.6	-6.0	3.8	-2.6	1.9	0.5	-0.6	-2.5
MBD2 DNA inh	-2.1	-6.1	0.2	1.4	-5.6	-3.4	5.7	-5.1	7.7	1.7
PLC-gamma1 inh	i	-1.8	0.3	-0.2	-11.8	-2.0	0.2	-4.0	2.9	2.9
DDE Tn6 FP inh	-2.1	1.1	-0.4	8.3	-2.0	10.6	-0.7	-2.1	-0.2	0.3
UHRF1 MBD2 ctr	-0.9	0.1	0.0	-0.5	5.4	-0.6	-1.4	-3.0	12.4	1.0
DDE Tn7 FP inh	-0.5	6.7	-2.8	-0.4	0.0	0.7	-0.7	-10.7	6.9	3.1
PLC-beta3 inh	i	-1.5	-1.7	0.8	-23.9	-1.4	3.2	0.9	4.1	3.2
ARFGAP1 inhibitor	-3.4	-3.2	-1.9	1.8	-7.9	-8.6	2.0	14.0	2.1	-16.7
ASAP1 GAP inh	2.2	5.2	-2.2	-7.7	1.4	-7.7	-6.8	18.8	1.3	3.2
proKLK7 act	98.5*	-0.7	0.6	0.5	0.9	0.4	0.3	-0.2	0.6	-0.7

(11) CN(C)/C=C(\C(=O)c1ccc(F)cc1F)c1nnnn1-c1ccccc1
(12) COc1ccc(CNS(=O)(=O)CCNC(=O)c2cccc(OC)c2)cc1
(13) CC(=O)c1ccc(S(=O)(=O)NCCC(=O)NC2CCN(Cc3ccccc3)CC2)cc1
(14) COc1ccc(NC(=O)c2cc(-c3cc(C)c(C)cc3O)n[nH]2)c(OC)c1
(15) COC(=O)c1cccc(NC(=O)CCN2C(=O)C3CC=CCC3C2=O)c1 (configuration not stated)
(16) O=C(CSc1nc2ccccc2[nH]1)NC1CCCc2ccccc21 (configuration not stated)
(17) Cc1ccc(C(=O)NCC(=O)NC2CCCCCC2)cc1
(18) COCCNC(=O)C1CC(c2ccccc2C(F)(F)F)=NO1 (configuration not stated)
(19) O=C(c1cnn2c1NC(c1ccco1)CC2C(F)(F)F)N1CCN(c2cccc(Cl)c2)CC1 (configuration not stated)
(20) CCOc1ccccc1Nc1nc(-c2sc(C)nc2C)cs1
Screen / compound no.	11	12	13	14	15	16	17	18	19	20
ADAM17 inh	0.4	-4.1	-6.1	-2.6	-1.6	2.6	3.9	-1.0	2.5	2.6
MBD2 DNA inh	-0.7	-7.3	-0.2	1.7	2.2	5.6	-4.7	2.6	5.5	0.3
PLC-gamma1 inh	-1.2	8.0	3.9	2.6	0.2	2.8	8.4	-0.1	6.7	-4.6
DDE Tn6 FP inh	5.5	-6.6	3.9	-1.5	-3.5	7.9	4.3	11.3	-0.6	-4.9
UHRF1 MBD2 ctr	1.9	-4.5	-1.6	0.6	-1.1	-0.8	-0.1	-2.8	0.1	-1.3
DDE Tn7 FP inh	-1.2	6.0	0.3	1.6	0.1	0.8	-7.7	2.3	-4.4	8.5
PLC-beta3 inh	-70.4	-4.2	-0.7	2.5	-2.6	3.7	0.4	2.2	-0.7	-6.6
ARFGAP1 inhibitor	7.1	-11.4	2.8	0.0	-2.4	-5.6	-5.1	-5.6	8.5	5.2
ASAP1 GAP inh	3.0	-9.6	2.0	3.9	-1.1	0.0	0.3	-0.4	-0.4	1.1
proKLK7 act	0.4	-0.7	0.2	-0.4	0.1	-0.2	0.2	0.1	0.2	-0.7

Entries above that contain a CF3 group, in the order listed:
(18) COCCNC(=O)C1CC(c2ccccc2C(F)(F)F)=NO1 (configuration not stated)
(19) O=C(c1cnn2c1NC(c1ccco1)CC2C(F)(F)F)N1CCN(c2cccc(Cl)c2)CC1 (configuration not stated)
Screen / compound no.	18	19
ADAM17 inh	-1.0	2.5
MBD2 DNA inh	2.6	5.5
PLC-gamma1 inh	-0.1	6.7
DDE Tn6 FP inh	11.3	-0.6
UHRF1 MBD2 ctr	-2.8	0.1
DDE Tn7 FP inh	2.3	-4.4
PLC-beta3 inh	2.2	-0.7
ARFGAP1 inhibitor	-5.6	8.5
ASAP1 GAP inh	-0.4	-0.4
proKLK7 act	0.1	0.2

Later entries.
(21) CC1CN(C(=O)COC(=O)c2cc(S(N)(=O)=O)c(Cl)cc2Cl)CC(C)O1 (configuration not stated)
(22) CN(C)c1ccc(/C=C2\SC(=O)N(CC(O)Cn3c4ccccc4c4ccccc43)C2=O)cc1 (configuration not stated)
(23) CCN(CC)S(=O)(=O)c1ccc2c(c1)N(CC(=O)N(CCc1ccncc1)C(C)C)C(=O)CO2
(24) CNc1nc(NN)nc(Nc2ccccc2)n1
(25) CNC(=O)C(=O)NCCC1CCCCN1S(=O)(=O)c1cccs1 (configuration not stated)
(26) COc1ccc(-c2nnc(COc3ccc(Br)cc3C)o2)cc1
(27) O=C(NCCCn1ccnc1)c1noc2c1CCCC2
(28) COCc1nnc(NS(=O)(=O)c2ccc([N+](=O)[O-])cc2)s1
(29) Cn1c(SCC(=O)Nc2cccc3ccccc23)nc(O)cc1=O
(30) CC1Cc2ccccc2N1CC(=O)Nc1ccc2c(c1)OC(F)(F)O2 (configuration not stated)
Screen / compound no.	21	22	23	24	25	26	27	28	29	30
ADAM17 inh	-2.5	-2.6	-1.4	1.8	-4.5	-3.6	-2.2	-0.9	-4.6	-0.2
MBD2 DNA inh	1.1	3.4	-4.1	2.0	-4.2	-7.3	2.3	0.7	0.9	-0.8
PLC-gamma1 inh	-0.6	-4.9	2.9	-0.1	1.9	-1.9	0.2	2.3	-2.1	4.8
DDE Tn6 FP inh	6.6	0.2	-6.7	6.7	-0.3	-4.8	0.7	1.3	-1.1	-0.1
UHRF1 MBD2 ctr	1.8	2.3	0.4	-2.1	-0.9	-1.2	-3.6	-0.7	1.6	2.4
DDE Tn7 FP inh	11.6	0.8	2.5	2.4	-0.3	-1.6	0.7	-1.4	-7.4	2.3
PLC-beta3 inh	-4.2	-5.2	2.1	-8.0	-0.1	-5.9	3.4	0.9	-2.0	-1.7
ARFGAP1 inhibitor	-6.2	9.0	2.7	2.9	-6.2	-3.3	12.1	-4.6	5.6	1.8
ASAP1 GAP inh	0.8	8.4	3.1	-12.5	-15.7	-15.3	-9.3	-5.3	1.7	-14.3
proKLK7 act	-0.5	-0.2	0.0	0.5	0.5	0.6	0.3	0.2	0.0	-0.9

(31) CSc1ccc(Cl)c(C(=O)N2CCN(c3ncccn3)CC2)c1
(32) COc1cccc(CN2CCC2(C)C(=O)NCCc2ccccn2)c1OC (configuration not stated)
(33) Cc1cc(NC(=O)c2cccc3ccccc23)cc(C)c1OCC(=O)N1CCOCC1
(34) CC1(C)C(=O)CCC2(C)C1=CCC1C2C(=O)CC2(C)C1CCC2(O)C(=O)CO (configuration not stated)
(35) COC(=O)[C@@]1(Cc2ccc(F)cc2)[C@H]2c3cc(C(=O)N(C)C)n(CCc4ccccn4)c3C[C@H]2CN1C(=O)c1ccccc1
(36) O=C(Nc1ccc(C(=O)NN2C(=O)c3ccccc3C2=O)cc1)c1ccccc1
(37) Cc1cc(C)c(C#N)c(SCc2cn3ccccc3n2)n1
(38) Cc1ccc(S(=O)(=O)N2CCCCC2)cc1NC(=O)c1cc2ccccc2o1
(39) COC(=O)c1sc(NC(=O)c2ccncc2)nc1C
(40) O=C(NCc1ccc2c(c1)OCO2)c1ccc2snnc2c1
Screen / compound no.	31	32	33	34	35	36	37	38	39	40
ADAM17 inh	-6.2	4.0	1.5	-1.1	-4.1	1.1	-1.7	1.1	-2.8	-3.0
MBD2 DNA inh	6.4	-5.7	-5.5	-1.1	2.7	-6.7	1.8	-4.5	3.7	-6.0
PLC-gamma1 inh	-3.1	5.8	1.8	7.2	-6.0	0.5	0.8	-6.0	0.7	1.7
DDE Tn6 FP inh	-3.9	0.1	-0.7	0.4	-3.0	-4.6	1.3	-1.3	-0.8	4.6
UHRF1 MBD2 ctr	1.1	0.9	0.1	-1.6	-2.4	-0.1	-6.2	-2.3	1.4	0.1
DDE Tn7 FP inh	-0.5	6.7	-6.9	6.2	-5.0	-4.3	5.4	1.0	-2.5	-6.8
PLC-beta3 inh	-16.5	4.2	-0.1	-4.4	-10.2	2.1	-0.6	-7.5	-5.0	-0.8
ARFGAP1 inhibitor	6.5	0.1	-0.2	-11.0	5.5	-8.6	4.8	5.4	5.9	-3.0
ASAP1 GAP inh	-1.4	-0.8	8.8	-7.8	7.5	-1.9	6.5	-4.7	6.5	0.0
proKLK7 act	1.0	0.1	0.2	0.6	1.1	0.3	-0.2	-0.4	-0.2	-0.2

Full records, quoted from the list.
`COc1cccc(CN2CCC2(C)C(=O)NCCc2ccccn2)c1OC` (configuration not stated) is listed with ADAM17 inh: 4.0; MBD2 DNA inh: -5.7; PLC-gamma1 inh: 5.8; DDE Tn6 FP inh: 0.1; UHRF1 MBD2 ctr: 0.9; DDE Tn7 FP inh: 6.7; PLC-beta3 inh: 4.2; ARFGAP1 inhibitor: 0.1; ASAP1 GAP inh: -0.8; proKLK7 act: 0.1
`COC(=O)c1sc(NC(=O)c2ccncc2)nc1C` is listed with ADAM17 inh: -2.8; MBD2 DNA inh: 3.7; PLC-gamma1 inh: 0.7; DDE Tn6 FP inh: -0.8; UHRF1 MBD2 ctr: 1.4; DDE Tn7 FP inh: -2.5; PLC-beta3 inh: -5.0; ARFGAP1 inhibitor: 5.9; ASAP1 GAP inh: 6.5; proKLK7 act: -0.2

Remaining list, next part
(41) O=C(OCCOc1ccccc1)c1cc(S(=O)(=O)N2CCOCC2)ccc1Cl
(42) Cc1ccc(S(=O)(=O)Nc2ccccc2C(=O)Nc2sccc2C(=O)NN(C)C)cc1
(43) COCCNC(=O)c1cc(S(=O)(=O)N(C)C2CCCCC2)ccc1Cl
(44) Cc1cc(NC(=O)c2cnn3c(C(F)(F)F)cc(-c4ccc(Br)cc4)nc23)no1
Screen / compound no.	41	42	43	44
ADAM17 inh	-0.6	-10.8	-2.7	0.0
MBD2 DNA inh	-0.8	10.6	1.8	1.6
PLC-gamma1 inh	2.7	-79.7	-2.6	3.7
DDE Tn6 FP inh	-4.7	-0.4	7.1	3.1
UHRF1 MBD2 ctr	-1.4	4.0	0.9	1.1
DDE Tn7 FP inh	2.2	5.6	-0.9	-6.0
PLC-beta3 inh	-3.9	-116.8	1.0	2.8
ARFGAP1 inhibitor	-0.1	-1.8	-6.5	7.5
ASAP1 GAP inh	-7.1	5.7	-3.1	-3.5
proKLK7 act	0.2	-0.2	0.3	0.1
